Compound activity: PubChem BioAssay, several laboratories
Diaphorase act: activates diaphorase or chemically reduces, flagging diaphorase assay artifacts. Diaphorase/resazurin coupled assay, resorufin fluorescence, 16 min; active compounds read high; 1 = vehicle wells, 0 = NADH-free wells. activation factor at 20 µM. 190,000 compounds, 0.005% hits. AID 1229;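 active = diaphorase activity raised at least twofold by the compound at 20 µM; inactive = activation factor below 2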
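System – purified diaphorase enzyme from Clostridium kluyveri · Input – enzyme 0.07 U/mL final · Also added – final NADH 0.114 mM, resazurin 0.1 mM · Measured by – fluorescence of resorufin, 544 nm excitation, 590 nm emission · Timing – 16 min enzyme reaction, ambient temperature · Measure – resorufin increase flagging diaphorase activators or reducers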
PMI act: phosphomannose isomerase (human) activation | 190,000 compounds, 0.005% hits | P34949 | activation factor at 20 µM | purified human PMI, coupled resazurin fluorescence, 20 min; active compounds read high; 1 = vehicle control, 0 substrate-free wells | AID 1214;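 active = activation factor of 2 or more at 20 µM, relative to plate controls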
Target sequence (P34949 whole entry, looked up): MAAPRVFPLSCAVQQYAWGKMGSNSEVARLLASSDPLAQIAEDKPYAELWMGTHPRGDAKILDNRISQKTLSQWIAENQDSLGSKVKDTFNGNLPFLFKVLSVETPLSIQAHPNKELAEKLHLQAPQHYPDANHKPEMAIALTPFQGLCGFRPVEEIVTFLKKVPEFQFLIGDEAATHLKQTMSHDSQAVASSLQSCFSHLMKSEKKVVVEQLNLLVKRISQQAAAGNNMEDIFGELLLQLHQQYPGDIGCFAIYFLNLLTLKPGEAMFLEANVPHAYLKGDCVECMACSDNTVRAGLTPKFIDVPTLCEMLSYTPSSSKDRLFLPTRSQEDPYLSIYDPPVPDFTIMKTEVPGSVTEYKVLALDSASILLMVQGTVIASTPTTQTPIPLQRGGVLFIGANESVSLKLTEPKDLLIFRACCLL
PMI act satM6P: activators of human phosphomannose isomerase at near-saturating mannose 6-phosphate | activation factor at 20 µM | coupled PMI enzyme assay, resazurin fluorescence, 20 min; active compounds read high; 1 = untreated enzyme, 0 = substrate-free blank | P34949 | 190,000 compounds, 0.34% hits;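 active = activation factor of 2 or more at 20 µM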
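Technique: Diaphorase-driven resazurin-to-resorufin fluorescence, excitation 544, emission 590 nm | Assay system: Human PMI in coupled enzyme assay | Times: Enzyme reaction with compound 20 min at room temperature | Medium: HEPES-buffered pH 7.4 with magnesium and detergent | Reagent: Mannose-6-phosphate 1.0 mM (near-saturating) plus 0.22 mM NADP+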
TNAP inh hi DEA: blocks human TNAP under high phosphate acceptor concentration | inhibition, % at 20 µM | P05186 | 200,000 compounds, 0.03% hits | AID 1135 | purified TNAP, CDP-star luminescence, 1 M DEA;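 active = over 50% inhibition of tissue-nonspecific alkaline phosphatase at 20 µM in the single-dose screen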;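 note: plate controls were DMSO wells for no effect and EDTA-quenched wells as full inhibition for full effect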
Efa HMGR inh: blocks class II HMG-CoA reductase of Enterococcus faecalis. purified E. faecalis HMGR, NADPH absorbance 340 nm kinetic. inhibition, % at 10 µM. 190,000 compounds, 0.41% hits;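 active = inhibition above a set limit, the median over all tested compounds plus 3 SD, cut at about 9.5% in these data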;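 note: enzyme runs in reverse so mevalonate oxidation gives rising NADPH absorbance; 0% = complete reaction with DMSO and 100% = background rate lacking mevalonate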
FLuc stim CS: affects firefly luciferase, flagging false hits in luciferase stimulation screens | 200,000 tested, under 10 active | AID 1027 | ATPlite luciferase biochemical, luminescence, 10 min; 0 = ATP-free wells, 1 = DMSO control | P08659 | activation factor at 10 µM;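 active = luciferase activation factor, scaled between plate controls, of at least 2 with compound at 10 µM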
Target sequence (P08659 whole entry, looked up): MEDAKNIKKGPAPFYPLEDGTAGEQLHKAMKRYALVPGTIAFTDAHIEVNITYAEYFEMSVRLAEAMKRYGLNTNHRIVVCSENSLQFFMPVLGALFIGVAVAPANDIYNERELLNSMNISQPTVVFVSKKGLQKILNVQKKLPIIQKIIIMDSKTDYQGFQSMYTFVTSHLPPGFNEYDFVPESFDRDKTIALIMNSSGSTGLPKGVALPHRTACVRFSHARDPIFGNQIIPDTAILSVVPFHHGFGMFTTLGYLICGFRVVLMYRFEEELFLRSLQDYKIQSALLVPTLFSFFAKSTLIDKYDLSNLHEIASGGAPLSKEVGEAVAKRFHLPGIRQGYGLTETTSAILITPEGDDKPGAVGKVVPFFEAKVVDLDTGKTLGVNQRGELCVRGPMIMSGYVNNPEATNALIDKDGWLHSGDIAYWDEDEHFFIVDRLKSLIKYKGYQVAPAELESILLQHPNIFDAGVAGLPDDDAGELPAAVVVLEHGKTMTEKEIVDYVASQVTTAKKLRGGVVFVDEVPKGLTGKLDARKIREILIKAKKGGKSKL
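System: cell-free luciferase reagent; medium: PBS as buffer for the ATP substrate; doses: test compounds dosed from 2 mM stocks in 100% DMSO; incubation: 10 min, room temperature; measured by: luminescence from luciferase reaction; read-out: luciferase activation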
G6PDH CS: inhibits Leuconostoc G6PDH, flagging false hits in G6PDH-based assays; Purified L. mesenteroides G6PDH, diaphorase/resazurin coupled fluorescence, 45 min; inhibition, % at 5 µM; 200,000 compounds, 0.12% hits; in the data active = inhibition above about 50%
TNAP inh no acc: TNAP (human) inhibition, acceptor-free conditions; P05186; purified TNAP, CDP-star luminescence, 30 min; inhibition, % at 20 µM; 200,000 compounds, 0.26% hits;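 active = tissue-nonspecific alkaline phosphatase inhibition above about 50% at 20 µM in the single-dose screen, limit read from the data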;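 note: 0% = DMSO negative control and 100% = EDTA positive control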
Diaphorase inh: inhibits diaphorase or chemically oxidizes, flagging diaphorase assay artifacts; diaphorase resazurin-to-resorufin fluorescence, NADH, 16 min; bacterial (C. kluyveri) enzyme, not human; inhibition, % at 20 µM; 190,000 compounds, 0.69% hits; AID 1217;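 active = primary screen inhibition at 20 µM above a set limit, cut at about 50% in these data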;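 note: plate controls were DMSO with full reaction for no effect and wells lacking NADH for full effect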
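material = Clostridium kluyveri diaphorase enzyme | amount = 0.14 U/mL diaphorase, enzyme working solution | schedule = incubation 16 min, room temperature | detection = fluorescence of resorufin formed from resazurin, Ex 544/Em 590 nm | benchmarks = positive control minus NADH, DMSO neutral control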
TNAP act hi DEA: increases human TNAP activity under high phosphate acceptor concentration. purified TNAP, CDP-star luminescence, 1 M DEA, 30 min; active compounds read high; 0 = EDTA background, 1 = DMSO-only activity. 200,000 tested, under 10 active. P05186. AID 1136. activation factor at 20 µM;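 active = activation factor at least 2 at 20 µM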
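Control set: EDTA negative control, DMSO positive control / Assay system: human TNAP / Quantity: TNAP 1/800 final / Evaluation: TNAP activation factor scaled between EDTA and DMSO control wells / Measured by: luminescent substrate turnover signal / Compound dosing: one dose, 20 µM / Times: 30 min enzyme reaction at room temperature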
Active calls of the source: *.

SMILES	Diaphorase act	PMI act	PMI act satM6P	TNAP inh hi DEA	Efa HMGR inh	FLuc stim CS	G6PDH CS	TNAP inh no acc	Diaphorase inh	TNAP act hi DEA
O=C(CCS(=O)(=O)c1ccccc1)Nc1cccc2c1C(=O)NC2=O	1	1.1	1.1	-4	-1	1.1	14	0	3	1
CC(=O)Oc1ccccc1C1=NN(C(=O)/C=C/c2ccccc2)C(c2ccccc2)C1 (stereo not drawn)	0.9	0.9	1	4	-5	1.1	-16	-6	12	1
CCOC(=O)c1c(C)n(OC)c2ccc3c(no[n+]3[O-])c12	0.9	0.9	1	-3	-2	1	-3	-17	8	1
CCN1CCN(CC(=O)c2c[nH]c3ccccc23)CC1	0.8	0.9	0.9	-7	0	1.1	0	-12	17	1.1
CC1CN(C(=O)C(C)N2C(=O)c3ccccc3C2=O)CC(C)O1 (stereo not drawn)	0.8	1	0.9	-1	1	1.1	2	0	17	1
CCCC(=O)Nc1cc(-c2cn3cccnc3n2)ccc1OC	0.9	1.1	1	-5	-3	1.1	-1	-18	6	1
COc1ccc(-c2cn(-c3ccc(SC(F)F)cc3)c3[n+]2CCC3)cc1OC	1	0.9	1	-5	-1	1.1	-19	-19	-2	1.1
O=C(CNc1cc(S(=O)(=O)N2CCCC2)ccc1OCC(F)(F)F)Nc1ccc(SC(F)F)cc1	0.9	0.9	1	-6	0	1	21	-14	14	1.1
CC(C)(C)c1ccc(C2(C)NC(=O)N(CC(=O)Nc3ccc4c(c3)OCO4)C2=O)cc1 (stereo not drawn)	0.9	0.9	0.9	1	-6	1	3	-11	14	1
N#Cc1cc2cc3c(cc2nc1NCCNC(=S)NCCCN1CCOCC1)OCO3	1.2	1	0.8	-5	-2	1	18	-16	-15	1.1
CCc1ccc(NC(=O)Cc2ccc(-n3cccc3)cc2)cc1	1	1.1	1.1	-9	2	1.1	8	-12	2	1.1
Cc1nnc(-c2cccc(Br)c2)c2cn(-c3ccccc3Cl)nc12	0.8	1.1	1.1	1	-4	1.1	10	-6	16	1
O=C(NC1CCCCC1)c1nn2c(C(F)(F)F)cc(-c3ccco3)nc2c1Br	0.9	0.9	1	2	-4	1	3	-3	7	1
COc1cccc(C(=O)NC2CC3CCCC(C2)N3CC(=O)Nc2ccc(N(C)C)cc2)c1 (stereo not drawn)	0.9	0.9	1	-7	-1	1.1	4	-12	11	1.1
COc1ccc(S(=O)(=O)CCC(=O)N2CCN(c3ccccc3F)CC2)cc1	1	1.1	1	0	-4	1	6	-4	4	1
CC(C)CNC(=O)c1cccc(NC(=O)COc2cccc([N+](=O)[O-])c2)c1	1.1	1	1	-6	-3	1	9	-8	-12	1.1
COc1ccc(C2=NN(C(=O)CSc3nc4ccccc4s3)C(c3ccc(OC)cc3)C2)cc1 (stereo not drawn)	0.9	0.8	0.9	-2	1	1.1	-21	-3	9	1
Cn1cnc2cc(NC(=O)c3ccc(Cl)cc3)ccc21	1	1.2	1.2	-3	-4	0.8	2	-6	4	1
N=c1c2c3c(sc2ncn1CCCN1CCOCC1)CCCCC3	0.9	0.9	1	-4	-1	1.1	-3	-9	6	1
CN(Cc1ccccc1)C(=O)c1cc(-c2ccc(Br)cc2)on1	0.9	0.9	0.9	-3	-2	1	6	-7	14	1
CCOC(=O)Cc1csc(NC(=O)NC2(C(F)(F)F)Oc3ccccc3O2)n1	0.9	0.8	0.8	-4	1	1.1	14	17	10	1
CN1CCN(CC(O)(c2ccc(Cl)cc2)c2ccc(Cl)cc2)CC1	0.7	1.1	0.4	-2	-1	1	4	-6	33	1
CC1CC(C)CN(C(=O)C(C)N(C)CC(=O)Nc2ccc(Cl)cc2)C1 (stereo not drawn)	0.9	1.1	1.1	-6	-3	1.1	10	-20	14	1.1
CCOc1cc(CNn2cnnc2)ccc1OCC(=O)NC1CCCCC1	0.8	0.9	0.9	-8	1	1.1	-18	-17	16	1.1
C=CCc1cc(C=O)cc(OCC)c1OCc1ccc(Cl)cc1	1	0.9	1	-4	-3	1.1	-12	-11	1	1

Quoted at random: two compounds from above
SMILES	Diaphorase act	PMI act	PMI act satM6P	TNAP inh hi DEA	Efa HMGR inh	FLuc stim CS	G6PDH CS	TNAP inh no acc	Diaphorase inh	TNAP act hi DEA
CC1CN(C(=O)C(C)N2C(=O)c3ccccc3C2=O)CC(C)O1 (stereo not drawn)	0.8	1	0.9	-1	1	1.1	2	0	17	1
COc1ccc(S(=O)(=O)CCC(=O)N2CCN(c3ccccc3F)CC2)cc1	1	1.1	1	0	-4	1	6	-4	4	1

Record cards, as listed above:
Profile of COc1ccc(C2=NN(C(=O)CSc3nc4ccccc4s3)C(c3ccc(OC)cc3)C2)cc1 (stereo not drawn) = Diaphorase act: 0.9; PMI act: 0.8; PMI act satM6P: 0.9; TNAP inh hi DEA: -2; Efa HMGR inh: 1; FLuc stim CS: 1.1; G6PDH CS: -21; TNAP inh no acc: -3; Diaphorase inh: 9; TNAP act hi DEA: 1
Profile of Cc1nnc(-c2cccc(Br)c2)c2cn(-c3ccccc3Cl)nc12 = Diaphorase act: 0.8; PMI act: 1.1; PMI act satM6P: 1.1; TNAP inh hi DEA: 1; Efa HMGR inh: -4; FLuc stim CS: 1.1; G6PDH CS: 10; TNAP inh no acc: -6; Diaphorase inh: 16; TNAP act hi DEA: 1
Profile of CCCC(=O)Nc1cc(-c2cn3cccnc3n2)ccc1OC = Diaphorase act: 0.9; PMI act: 1.1; PMI act satM6P: 1; TNAP inh hi DEA: -5; Efa HMGR inh: -3; FLuc stim CS: 1.1; G6PDH CS: -1; TNAP inh no acc: -18; Diaphorase inh: 6; TNAP act hi DEA: 1

Other structures:
SMILES	Diaphorase act	PMI act	PMI act satM6P	TNAP inh hi DEA	Efa HMGR inh	FLuc stim CS	G6PDH CS	TNAP inh no acc	Diaphorase inh	TNAP act hi DEA
CCOC(=O)N1CCC(N2C(=O)c3ccccc3C2Nc2ccccc2C)CC1 (stereo not drawn)	0.8	0.7	0.8	-2	2	1	-11	-11	19	1
O=C(/C=C/c1ccc(F)cc1)NNC(=O)CCN1CCN(Cc2ccccc2)CC1	1	1	1	-3	2	1	4	-126	0	1
COC(=O)C1=C(C)N(Cc2cccnc2)C(=O)C1	1	1.5	1.6	6	0	1	2	-2	4	0.9
CCOC(=O)C(Cc1c(F)cccc1Cl)c1ccno1 (stereo not drawn)	1.2	1.1	1.1	-9	-4	1.1	5	-4	-17	1.1
O=C(OCC(=O)c1cccs1)c1ccc(NC(=O)c2ccco2)cc1	1	1	1	-5	-2	1	7	-5	-2	1
COc1ccc(Nc2ncnc3sc(-c4ccccc4)cc23)cc1OC	0.8	0.9	0.9	-6	-4	1	1	-19	16	1.1
Cc1cc(C)n2c(SCC(=O)N3CCN(S(=O)(=O)c4ccc(Cl)cc4)CC3)nnc2n1	0.9	1	1.1	-9	4	1	8	-15	6	1.1
O=C(NCc1cccs1)c1cc(C2CC2)on1	0.9	1	0.9	-4	-8	1	0	-4	10	1
CC(C)N(C(=S)NCc1ccccc1)C(C)C	1	0.9	0.9	-4	-3	1.1	22	-4	4	1
CC(=O)c1ccc(OCCCC(=O)NC2CCCc3ccccc32)cc1 (stereo not drawn)	0.9	0.8	0.9	1	5	1.1	-3	1	14	1
Cn1c(SCC(=O)Nc2cccc(NC(=O)c3cccs3)c2)nnc1-c1ccncc1	0.9	1	1	2	2	1	-1	-3	9	1
N#Cc1cc2c(nc1SCC1COc3ccccc3O1)CCC2 (stereo not drawn)	0.7	0.8	0.9	-7	-5	1	12	-16	32	1.1
Clc1ccccc1Cn1nnc2c(N3CCCC3)ncnc21	0.9	1.2	1.1	-5	-4	1	-2	-13	7	1.1
COCCN1CCN(c2cc(-c3ccccc3)nc3cc(-c4cccc(F)c4)nn23)CC1	0.8	1	1	-8	-3	1.1	7	-6	18	1.1
COc1ccccc1CNC(=O)c1oc2ccc(S(=O)(=O)N3CCCC3)cc2c1C	0.9	0.9	1	-2	-4	1	12	-8	11	1
COc1ccc(N(C(C)=O)S(=O)(=O)c2cccs2)cc1	0.8	1	1	-6	-5	1.1	8	-13	17	1.1
CCOC(=O)/C(C#N)=C1\CC2CCC1(C)C2(C)C (stereo not drawn)	0.9	0.7	0.9	-1	-5	1	4	-9	8	1
COc1ccccc1N1CCN(CCCC(=O)c2ccc(F)cc2)CC1	0.8	1	1	-8	0	1.1	-6	-14	18	1.1
COc1ccc(-c2ccc(C#N)c(OC)n2)cc1	1.1	1.2	1.1	-8	-5	1.1	7	-5	-6	1.1
Cc1ccc(C(=O)NC(C)C(c2cccs2)N2CCCC2)s1 (stereo not drawn)	0.8	0.9	0.9	-4	-4	1	5	-11	16	1
Clc1ccccc1C(c1ccccc1)(c1ccccc1)n1ccnc1	1	1.1	1	-4	-4	1	3	-19	-2	1
COc1ccccc1/C=C/C=C1N=C(/C=C/c2ccc(Cl)cc2)OC/1=O	0.9	0.9	1	7	-1	1	-29	18	10	0.9
COc1ccc(NS(=O)(=O)c2coc(C(N)=O)c2)cc1Cl	1	1.2	1.1	-4	-5	1.1	4	-7	-5	1
Cc1ccc(S(=O)(=O)N2CCC(C(=O)Nc3nnc(COc4ccccc4)s3)CC2)cc1	0.8	0.9	0.8	-2	-3	1.1	1	-11	22	1
O=C1c2ccccc2C(=O)N1CC(=O)N1c2ccccc2Sc2ccccc21	0.8	0.9	0.9	-3	3	1.1	2	-8	18	1
COCn1c(-c2cccc(Br)c2)nc2ccccc21	0.7	1	0.9	-8	4	0.9	-5	-15	26	1.1
COc1ccc(C2=NOC(C(=O)Nc3cc(C)on3)C2)cc1 (stereo not drawn)	0.8	1	0.9	-6	2	1	-3	-18	24	1.1
CCN(CC)S(=O)(=O)c1ccc(/C(O)=C2/C(=O)C(=O)N(CCOC)C2c2ccccc2)cc1 (stereo not drawn)	1	1.1	1.2	-4	-3	1	2	-13	4	1
O=C(CN1C(=O)COCC1=O)N1CCOCC1	0.9	0.8	0.9	-3	-3	1.1	-1	-5	13	1
CCN1CCCC1CNCc1cc(OC)c(OC)c(OC)c1 (stereo not drawn)	0.9	1	1	-4	-4	1.1	3	-16	10	1
